MC4R ag barr = MC4R agonists recruiting beta-arrestin, primary screen, cell-based, luminescence, agonist arm of biased-ligand search. U2OS MC4R beta-arrestin complementation; percent of melanotan II response, DMSO zero. AID 540308, 2011. activation, % at 8.9 µM. Melanocortin receptor 4 (Homo sapiens), P32245. 360,000 compounds, 0.98% hits;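 active means activation above a per-plate cutoff, the mean activation of sample wells on that plate plus 3 SD, cut at about 8% in these data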
TLR9-MyD88 inh = inhibitors of TLR9-MyD88 association in cells, primary screen, cell-based, CHO, BLA complementation, fluorescence. CCF4 FRET ratio. 340,000 compounds, 0.21% hits. inhibition, % at 4.98 µM. AID 504734, 2011. Toll-like receptor 9 (Homo sapiens) + Myeloid differentiation primary response protein …;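 active means inhibition above the mean over all tested compounds plus 3 SD, cut at about 21% in these data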;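 further: 0% = DMSO only wells and 100% = clavulanate BLA inhibitor control wells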
Target sequence (Q99836 whole entry, looked up): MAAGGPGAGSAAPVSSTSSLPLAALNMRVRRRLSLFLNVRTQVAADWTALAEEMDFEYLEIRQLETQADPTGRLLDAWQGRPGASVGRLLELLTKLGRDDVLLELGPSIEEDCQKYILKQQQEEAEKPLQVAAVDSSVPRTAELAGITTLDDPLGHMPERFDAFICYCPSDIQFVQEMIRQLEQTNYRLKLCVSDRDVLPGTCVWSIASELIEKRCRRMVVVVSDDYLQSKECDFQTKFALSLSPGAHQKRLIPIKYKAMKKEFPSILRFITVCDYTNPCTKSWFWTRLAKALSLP
Target sequence (Q9NR96 whole entry, looked up): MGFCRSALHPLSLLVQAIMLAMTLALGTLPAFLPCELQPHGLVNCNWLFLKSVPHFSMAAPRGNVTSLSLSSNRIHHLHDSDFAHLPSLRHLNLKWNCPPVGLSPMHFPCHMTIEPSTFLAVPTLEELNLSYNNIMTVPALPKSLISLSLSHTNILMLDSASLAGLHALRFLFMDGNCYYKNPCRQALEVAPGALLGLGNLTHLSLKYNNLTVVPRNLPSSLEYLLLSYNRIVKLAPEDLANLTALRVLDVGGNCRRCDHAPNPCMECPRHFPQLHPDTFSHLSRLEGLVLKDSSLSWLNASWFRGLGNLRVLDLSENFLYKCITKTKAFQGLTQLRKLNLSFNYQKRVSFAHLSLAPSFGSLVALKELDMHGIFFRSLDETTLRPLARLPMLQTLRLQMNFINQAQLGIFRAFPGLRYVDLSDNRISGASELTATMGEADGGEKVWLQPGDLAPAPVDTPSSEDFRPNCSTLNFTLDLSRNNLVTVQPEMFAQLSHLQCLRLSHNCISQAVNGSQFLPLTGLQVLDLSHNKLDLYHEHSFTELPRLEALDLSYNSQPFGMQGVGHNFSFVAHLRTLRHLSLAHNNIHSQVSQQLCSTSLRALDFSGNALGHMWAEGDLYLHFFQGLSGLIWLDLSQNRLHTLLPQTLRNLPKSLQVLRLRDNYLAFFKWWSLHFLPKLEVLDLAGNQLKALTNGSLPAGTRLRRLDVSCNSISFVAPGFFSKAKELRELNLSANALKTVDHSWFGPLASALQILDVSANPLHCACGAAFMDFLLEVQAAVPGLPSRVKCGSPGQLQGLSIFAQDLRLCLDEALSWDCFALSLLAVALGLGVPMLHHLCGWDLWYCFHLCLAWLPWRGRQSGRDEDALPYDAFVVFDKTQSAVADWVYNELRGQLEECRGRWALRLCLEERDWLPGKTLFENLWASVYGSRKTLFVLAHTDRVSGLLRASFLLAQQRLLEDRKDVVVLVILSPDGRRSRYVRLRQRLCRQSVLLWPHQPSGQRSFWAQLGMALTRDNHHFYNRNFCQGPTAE
ABHD5-PLIN5 inh = ABHD5-PLIN5 interaction inhibitors, primary screen, cell lysate, split luciferase complementation, luminescence; AID 602281, 2012; Split G. princeps luciferase complementation, 4 h; 360,000 compounds, 0.78% hits; inhibition, % at 4 µM; Perilipin-5 (Homo sapiens) + 1-acylglycerol-3-phosphate O-acyltransferase ABHD5 (Homo …;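 active means inhibition above the mean inhibition across every tested compound plus 3 SD, cut at about 22% in these data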;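 further: 0% = DMSO only wells and the 100% control is not disclosed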
MC4R antag cAMP = MC4R antagonists of cAMP signaling, primary screen, cell-based, TR-FRET, antagonist arm of biased-ligand search. Melanocortin receptor 4 (Homo sapiens), P32245. MC4R-expressing cells, MTII-stimulated cAMP, LANCE TR-FRET. inhibition, % at 6.5 µM. 360,000 compounds, 0.48% hits. AID 540295, 2011;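 active means inhibition above its plate's cutoff, the mean of tested wells on that plate plus 3 SD, cut at about 29% in these data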;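 further: 0% = Melanotan II alone and 100% = Melanotan II plus saturating MCL0020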
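System: U2OS-MC4R stable cell line; Technique: Eu-cAMP/anti-cAMP TR-FRET, emission 671 nm; Repeats: single well per compound; Also added: Melanotan II; Dosing: one concentration, 6.5 µM nominal; Schedule: 30-min compound, 1-h challenge, 1-h detection, room temperature.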
aDG glyco act = activators of alpha-DG glycosylation, primary screen, uHTS, Pro5-aDG cells, AlphaScreen | alpha-DG glycosylation AlphaScreen (IIH6); 0% Pro5, 100% B10-LARGE cell signal | activation, % at 10 µM | 360,000 compounds, 0.22% hits | AID 624168, 2012;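 active means activation of at least 8% versus controls, or a plate z-score of at least 8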;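 further: Pro5 are CHO cells carrying HIG-tagged alpha-DG that lacks glycosylation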
NOD2-RIPK2 inh = NOD2-RIPK2 binding disruptors in cells, primary screen, fluorescence, CHO cells, BLA complementation; Receptor-interacting serine/threonine-protein kinase 2 (Homo sapiens), O43353; CCF4 ratio; inhibition, % at 4.98 µM; 360,000 compounds, 0.38% hits; in the data active means inhibition above about 21%;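 further: 0% = vehicle only and 100% = reference blocker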
ABCB6 inh 2 = ABCB6 transporter inhibitors, primary screen, K562-ABCB6 cells, flow cytometry, MLPCN library. ATP-binding cassette sub-family B member 6 (Homo sapiens), Q9NP58. K562-ABCB6 porphyrin accumulation, 1 h; stronger effect = lower value. fluorescence ratio to DMSO, % at 10 µM. 360,000 compounds, 0.19% hits;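 active means fluorescence ratio to DMSO below 75%, the collection mean minus 3 SD; inconclusive means too few cells collected in the well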;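 further: signal is porphyrin accumulated inside mitochondria; 100% equals median channel fluorescence of DMSO control wells; lower ratio means ABCB6 inhibition with less porphyrin fluorescence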
Exocytosis inh = LAMP-1 surface exposure blockers, TALL-104 cells – cell-based, flow cytometry, MLPCN library, primary screen | inhibition, % at 10 µM | TALL-104 LAMP-1 surface exposure; cells stimulated with thapsigargin and PMA | 360,000 compounds, 0.66% hits | AID 651702, 2012;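 active means inhibition above about 55%, limit read from the data; inconclusive means no clear call, values can overlap the other calls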
Glyco luc inh = increase of ERlucT glycosylation luciferase signal, primary screen, N-linked glycosylation inhibitor project, D54 ERlucT cells, luminescence, set 2; D54 ERlucT glycosylation luciferase reporter, 24 h; percent of 100 nM tunicamycin response; reporter increase, % at 12.5 µM; 360,000 compounds, 0.23% hits; AID 588692, 2011;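 active means mean luciferase reporter signal, scaled so untreated is 0 and the glycosylation-blocking control 100, at or above a set limit in every replicate; inconclusive means mean reaches the limit but not every replicate does; inactive means mean below the limit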;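 further: luciferase carries N-glycosylation sites so blocking glycosylation raises the light; 0% = median of neutral control wells and 100% = median of 100 nM tunicamycin wells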
Vif imaging = HIV Vif self-association inhibitors, primary screen, imaging, HEK293T, single point; HEK293T cells, Vif self-association by quenched fluorescence, 24 h; inhibition, % at 7.49 µM; 340,000 compounds, 0.35% hits; in the data active means inhibition above about 50%, passing the limit was not always enough; inconclusive means no clear call, values can overlap the other calls; inactive means below about 31%; further: some results filed as inactive read as strong as hits
Numbers without * were called inactive; ? = inconclusive; · = not tested or not shown. A portion of the library; rates above refer to the full screens.

SMILES	MC4R ag barr	TLR9-MyD88 inh	ABHD5-PLIN5 inh	MC4R antag cAMP	aDG glyco act	NOD2-RIPK2 inh	ABCB6 inh 2	Exocytosis inh	Glyco luc inh	Vif imaging
CC(C)OCCCNC(=O)C1CCC(=O)N1C(C)C (configuration not stated)	-1.7	-5	-2	20	-0.2	-3	98	2	1	12
CCc1ccc(NC(=S)NCc2cccnc2)cc1	-1.2	1	-1	-1	0.2	-5	105	-10	2	-6
COc1ccc(S(=O)(=O)N2CCCCC2)cc1NC(=O)Cc1cccs1	-0.5	-7	6	7	-0.2	-16	93	3	-1	-1
CONc1nc2nonc2nc1NOC	-2.7	9	-1	-2	-0.4	-6	105	0	2	-1
O=C(O)c1ccccc1CSc1nc2ccccc2n1Cc1ccccc1C(=O)O	-2.3	-12	1	-8	-0.3	5	123	-3	-2	-5
COc1cccc(CN(Cc2ccco2)C(c2ccc(F)cc2)c2nnnn2C(C)(C)C)c1 (configuration not stated)	0.0	0	-10	6	0.2	-4	103	0	-10	3
O=C(CN(Cc1ccc(Cl)cc1)C(=O)c1csnn1)NCc1ccccc1	-1.5	2	-2	3	-0.1	0	100	-2	-1	14
Cc1cc(C)c(NC(=S)NC(NC(=O)c2ccccc2)C(Cl)(Cl)Cl)c(C)c1 (configuration not stated)	-1.1	-7	-1	-4	1.0	-10	101	-2	-4	2
Cc1cc(C)c2c(N)c(C(=O)NCC3CCCCC3)sc2n1	-0.1	-3	-14	2	0.5	5	95	0	-1	-7
COC(=O)CCC(=O)OC1(C)C(=O)C2=CN(CCCOC(C)C)C(c3ccc(OC)cc3)=CC2=C(Br)C1=O (configuration not stated)	-0.1	-1	-22	8	0.7	-11	105	0	2	·
CCOC(=O)c1c(C2CC2)csc1NC(C)=O	0.4	10	4	-2	-0.2	9	103	2	1	0
CCCCc1noc2c1/C(=N\O)CC(c1ccccc1)C2 (configuration not stated)	0.2	-17	-1	2	-0.2	3	97	-3	-1	-5
CSc1ccc(Cl)c(C(=O)Nc2ccc(OCC(N)=O)cc2)c1	1.5	8	2	-1	-0.1	6	95	-3	-3	·
CCOc1ccc(Oc2c(/C=N/NC(C)=O)c(C)nn2-c2ccccc2)cc1	1.5	-1	7	-9	0.1	5	101	-4	-2	34
Cc1ccc(Cl)cc1N1CCN(S(=O)(=O)c2cnc[nH]2)CC1	-0.6	2	2	13	-0.4	5	101	0	-1	1
CCOC(=O)C1CCN(CCC(=O)Nc2cccc(C)c2)CC1	-0.8	5	-2	4	0.0	-8	97	-2	1	1
CCN(C(=O)c1cccc(S(=O)(=O)N(C)C)c1)C12CC3CC(CC(C3)C1)C2	0.1	-5	3	5	0.1	8	94	?	-3	6
O=C(NC1CCCCC1)c1cc2nc(-c3ccco3)cc(C(F)(F)F)n2n1	-0.2	2	1	8	0.3	-1	93	-2	-2	-15
COc1ccc(C)c2sc(N(CCN(C)C)C(=O)/C=C/c3cccs3)nc12	29*	2	35*	-2	0.2	13	89	41	16	-2
CC(O)CNc1nc2ccccc2n1CC(=O)NCCc1ccc(Cl)cc1 (configuration not stated)	-0.3	1	0	12	0.0	-2	·	-3	-1	4
Cc1ccc(-c2cc(C(=O)O)n[nH]2)o1	-1.5	2	-5	6	-0.2	6	98	-2	1	13
CCOC(=O)c1[nH]c2c(c1-c1ccccc1)C(=O)CC(c1ccc(OC)c(OC)c1)C2 (configuration not stated)	-0.4	5	-3	3	0.0	6	90	1	3	-8
COc1ccccc1C(=O)NCCC(=O)N(C)CC(=O)Nc1ccc(Cl)cc1	-1.3	-7	3	13	0.1	1	104	0	2	1
Cc1c(C(=O)N/N=C/c2c(O)ccc3ccccc23)nnn1-c1nonc1N	-1.1	-5	2	-1	0.1	-13	99	-2	-7	7
COc1ccc(NC(=O)CN(c2ccc(C)cc2)S(=O)(=O)c2c(C)nn(C)c2C)cc1OC	-0.8	-9	-3	2	-0.4	4	99	-1	0	-9
SMILES	MC4R ag barr	TLR9-MyD88 inh	ABHD5-PLIN5 inh	MC4R antag cAMP	aDG glyco act	NOD2-RIPK2 inh	ABCB6 inh 2	Exocytosis inh	Glyco luc inh	Vif imaging
CCOc1cc(C2C3=C(CCCC3=O)Nc3nc(C(=O)OC)nn32)ccc1OC (configuration not stated)	-0.9	-2	-2	11	-0.3	0	96	1	4	7
CCCCNS(=O)(=O)c1ccc(OCC(=O)OC)cc1	2.5	-2	-2	18	0.2	-2	102	-17	-1	8
COC(=O)Cn1cnc2c(nnn2-c2cccc(OC)c2)c1=O	-1.4	5	-8	2	0.1	-3	97	50	0	-7
COc1ccc(CCNC(=O)CCS(=O)(=O)c2ccc3c(c2)oc(=O)n3C)cc1OC	-1.0	-9	-4	3	0.0	2	96	3	1	-5
O=C(COc1ccccc1)NNC(=O)c1cc2ccccc2oc1=O	-2.8	-4	-2	1	0.0	-3	99	9	1	-2
NC(=O)CCn1c(=O)oc2ccccc21	1.2	1	-4	11	-0.1	-11	99	0	3	-9
Cc1cc2sc3ccccc3c(=O)c2c(C)c1O	-0.1	-9	2	22	-0.1	13	98	0	1	-1
O=c1[nH]c(CSc2ncnc3sccc23)nc2ccccc12	-0.1	-1	2	-21	0.0	-11	95	-2	0	-3
Cc1ccc(C)c(N2CCN(S(=O)(=O)c3ccc4[nH]c(=O)c(=O)[nH]c4c3)CC2)c1	1.6	-6	-4	2	-0.1	-17	97	0	1	-2
O=C(c1ccccn1)N1CCCC(N2CCN(Cc3ccc4c(c3)OCO4)CC2)C1 (configuration not stated)	-3.0	9	-2	-2	-0.3	2	98	-3	-1	17
C[C@H](CO)N1C[C@H](C)[C@@H](CN(C)S(=O)(=O)c2ccccc2)Oc2ccc(NC(=O)NC3CCCCC3)cc2C1=O	-1.7	0	0	-7	-0.2	-8	96	0	5	·
Brc1cc(Br)c2nc(-c3cccs3)ccc2c1	-1.4	-6	-3	0	-0.2	-2	101	-2	-4	·
Clc1ccccc1CNc1ncnc2nc[nH]c12	0.1	-1	2	9	0.0	-2	94	4	-1	-4
CN(c1ccc(C(=O)N2CCCCCC2)cc1)S(=O)(=O)c1ccccc1	-0.8	3	0	-2	0.7	-12	91	-4	0	-33
COc1cc(/C=C(/C#N)C(=O)c2c(C)[nH]c3ccccc23)ccc1OCC#N	-0.1	-5	3	-6	0.1	7	100	57*	6	3
CC(=O)c1cccc(NS(=O)(=O)c2cc3c(cc2C)N(C(C)=O)CCO3)c1	-1.1	-10	2	13	0.0	-7	101	3	-1	1
Cc1ccc(CNC(=O)C(=O)NCC2OCCCN2S(=O)(=O)c2cccs2)cc1 (configuration not stated)	-2.5	-3	-5	-6	0.4	-10	100	-1	1	-2
Cc1ccc(CNC(=O)CN(C(=O)N2CCN(C)CC2)S(=O)(=O)c2ccc(C)cc2)cc1	-2.7	0	-3	-2	0.2	-2	91	2	3	31
COCCN(C(=O)c1ccc2c(c1)S(=O)(=O)N=C1CCCCCN12)c1c(N)n(CC(C)C)c(=O)[nH]c1=O	-0.1	17	-4	13	0.3	6	100	-1	1	6
Cc1nn(-c2ccccc2)c2sc(C(=O)NNC(=O)COc3ccccc3)cc12	2.0	-10	1	-5	0.2	-4	98	1	2	12
CCCCn1c(N)c(N(CCOC)C(=O)c2ccc(C)c(S(=O)(=O)N3CCCCC3)c2)c(=O)[nH]c1=O	-1.4	-7	0	22	-0.2	4	104	1	0	·
O=c1nc2n(c3cc(Cl)c(S(=O)(=O)N4CCOCC4)cc13)CCCCC2	-1.1	-1	-1	5	-0.1	-8	111	-1	2	18
O=C(Nc1ccc2c(c1)OCO2)C1CCCCN1S(=O)(=O)c1ccc(F)cc1 (configuration not stated)	-0.4	2	-3	2	0.9	0	96	1	0	6
CC(C)c1ccc2c(c1)C(N1CCN(C)CC1)Cc1cccnc1S2 (configuration not stated)	-1.6	0	11	3	-0.1	5	101	23	1	19
CC1CN(C(=O)CSc2nnc3c(Cl)cc(Cl)cn23)CC(C)O1 (configuration not stated)	1.2	2	4	6	0.0	5	97	-2	1	-6
SMILES	MC4R ag barr	TLR9-MyD88 inh	ABHD5-PLIN5 inh	MC4R antag cAMP	aDG glyco act	NOD2-RIPK2 inh	ABCB6 inh 2	Exocytosis inh	Glyco luc inh	Vif imaging
Oc1ccc2oc3c(c2c1C=NCc1ccncc1)CCCC3	0.5	-1	9	21	0.0	1	92	7	2	5
CC(=O)Nc1nonc1-c1nc2ccccc2n1Cc1ccccc1	-1.3	-1	-2	3	0.5	2	98	-1	9	-2
CS(=O)(=O)N(CC(=O)NC1CCCC1)C1CCCCC1	-3.6	7	0	4	-0.1	9	97	-5	2	0
COc1cc(C(=O)NCCOc2ccc(Cl)cc2)ccc1OCc1c(C)noc1C	4.5	1	7	-5	0.4	-31	101	-5	7	14
CC(C)C[C@@H](CNCC(=O)[C@H](CC(C)C)NC(=O)c1[nH]cnc1C(=O)N[C@@H](C)CN)NC(=O)c1nc[nH]c1C(=O)N[C@@H](Cc1ccccc1)C(=O)O	-1.6	-4	0	13	0.0	-4	100	-3	-1	9
CCc1ccccc1N1CCN(S(=O)(=O)c2cc(OC)ccc2OC)CC1	0.6	4	-5	0	-0.2	-7	100	2	-1	-2
O=C(Oc1ccccc1)N1CCOCC1	1.4	-2	4	6	-0.1	-12	95	-7	1	8
Oc1ccc(Cc2ccc(Cl)cc2)c(O)c1	0.1	3	2	1	0.0	-3	94	-17	-2	-3
Cc1ccc(N(C)S(=O)(=O)c2cccc(C(=O)Oc3ccc4c(C)cc(=O)oc4c3)c2)cc1	0.2	0	-2	18	-0.3	-6	100	-4	2	0
O=C1CCCC2=C1C(c1cccc(O)c1)C1=C(N2)c2ccccc2C1=O (configuration not stated)	-2.5	7	4	-8	-0.3	-4	89	-4	0	-9
Cc1cc(=O)oc2ccc(OCC(=O)N(Cc3ccc(F)cc3)Cc3ccco3)cc12	-1.7	1	0	6	3.7	-3	91	0	-4	-10
C/C(N)=C(/C#N)C(=O)CSc1nc2ccccc2[nH]1	-1.7	-8	-1	-1	0.0	-9	96	-3	-1	8
CCOC(=O)Cn1c(CN2CCN(c3cccc(Cl)c3)CC2)nc2c1c(=O)[nH]c(=O)n2C	-1.6	4	1	-6	0.0	-1	95	-3	5	-1
O=C(CSc1ccc(Cl)cc1)NC(=O)NCc1ccco1	-1.4	5	-3	16	0.1	-2	94	6	3	-4

Source: PubChem BioAssay (several laboratories)
